# GLD-1 TGE inh – GLD-1-TGE RNA interaction inhibition (C. elegans); Q17339; purified GLD-1 + fluorescein TGE RNA, fluorescence polarization; inhibition, % at 5.96 µM; 0.44% of 320,000 active; AID 2280;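 active = percent inhibition above a per-plate cutoff, the plate mean of test compounds plus 3 SD, cut at about 30% in these data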;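 also: 0% = DMSO wells with GLD-1 and probe and 100% = wells lacking GLD-1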
# BCLXL inh – blocks human Bcl-xL binding to Bim BH3 peptide. GST-Bcl-xL / FITC-Bim BH3 peptide fluorescence polarization. inhibition, % at 10.9 µM. 0.7% of 320,000 active. AID 2129;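 active = inhibition above the mean of all tested compounds plus 3 SD, cutoff set per campaign, cut at about 30% in these data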;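 also: 0% = DMSO wells and 100% = unlabeled Bim-BH3 peptide competitor; inhibitors lower millipolarization by displacing the labeled peptide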
# Target sequence (Q07817 whole entry, looked up): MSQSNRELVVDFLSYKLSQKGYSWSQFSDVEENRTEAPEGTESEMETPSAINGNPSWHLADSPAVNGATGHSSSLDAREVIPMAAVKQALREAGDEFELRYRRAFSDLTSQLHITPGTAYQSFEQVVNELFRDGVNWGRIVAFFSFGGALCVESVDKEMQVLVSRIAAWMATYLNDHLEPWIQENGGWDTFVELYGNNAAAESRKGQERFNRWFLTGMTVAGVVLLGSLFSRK
# AGP1-GFP MLPCN – modulators of TOR pathway AGP1-GFP in S. cerevisiae; S. cerevisiae AGP1-GFP multiplex flow cytometry, 3 h; GFP as percent of DMSO wells; GFP response vs DMSO, % at 10 µM; 0.02% of 320,000 active; AID 2066;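 active = GFP response relative to DMSO above a set limit, near screen average plus 3 SD, cut at about 150% in these data; inconclusive = fewer than 70 cells counted for the yeast strain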;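 also: median GFP channel fluorescence of the gated AGP1 strain per well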
# VLA-4 inh – inhibition in a human VLA-4 binding assay; P13612; VLA-4 expressing cells, ligand binding flow cytometry; inhibition, % (about 7 µM as worked out from the volumes in the protocol); 0.2% of 330,000 active; AID 2557; in the data active = inhibition above about 50%
# MCL1 BIM primary – disrupts human MCL1 binding to BIM-BH3 peptide; inhibition, % at 10.9 µM; 0.68% of 320,000 active; Q07820; GST-MCL1 / FITC-Bim-BH3 fluorescence polarization; AID 2057;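 active = inhibition above the mean inhibition of all tested compounds plus 3 SD, set per campaign, cut at about 40% in these data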;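 also: 0% = DMSO wells and 100% = unlabeled Bim-BH3 peptide control; higher means more loss of mP so more displacement of Bim peptide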
# GRK2 aptamer HTS – blocks RNA aptamer binding to human GRK2; AID 488847; P25098; bead flow cytometry, FAM-aptamer displacement from GRK2; 0.59% of 330,000 active; inhibition of aptamer binding, % at 10 µM;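 active = inhibition of aptamer binding above 40%, roughly 3 SD of noise, on plates passing a quality check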;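 also: median bead fluorescence of bound FAM aptamer so fluorescent compounds give negative values; no value below 0 was filed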
# Target sequence (P25098 whole entry, looked up): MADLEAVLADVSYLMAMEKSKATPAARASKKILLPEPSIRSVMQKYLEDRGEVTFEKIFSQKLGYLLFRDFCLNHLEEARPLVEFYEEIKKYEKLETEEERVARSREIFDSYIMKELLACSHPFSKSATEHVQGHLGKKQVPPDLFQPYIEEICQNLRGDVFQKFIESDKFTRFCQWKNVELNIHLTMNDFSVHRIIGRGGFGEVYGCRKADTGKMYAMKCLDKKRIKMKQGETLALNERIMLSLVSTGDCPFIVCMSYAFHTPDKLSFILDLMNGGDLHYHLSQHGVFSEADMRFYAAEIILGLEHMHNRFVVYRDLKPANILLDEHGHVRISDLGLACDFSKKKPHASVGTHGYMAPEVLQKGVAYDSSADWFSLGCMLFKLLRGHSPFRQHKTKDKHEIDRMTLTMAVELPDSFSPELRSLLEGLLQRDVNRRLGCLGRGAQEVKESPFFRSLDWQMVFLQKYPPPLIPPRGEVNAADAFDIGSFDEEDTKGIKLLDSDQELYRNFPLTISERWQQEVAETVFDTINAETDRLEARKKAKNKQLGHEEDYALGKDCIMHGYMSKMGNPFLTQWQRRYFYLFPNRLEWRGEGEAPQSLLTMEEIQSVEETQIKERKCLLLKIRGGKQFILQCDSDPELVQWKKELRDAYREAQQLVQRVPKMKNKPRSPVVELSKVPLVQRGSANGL
# MEX-5 binding – C. elegans MEX-5 TCR-2 RNA binding activity. Q9XUB2. MEX-5/FITC-TCR2 RNA binding, fluorescence polarization; hits give low values. activity score (negative = inhibition of binding), % at 10 µM. 0.38% of 300,000 active;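 active = inhibition past about -25% in most replicates, and total fluorescence under double the plate's negative control median, limit read from the data; inconclusive = replicates evenly split on the limit, or fluorescence at least double controls; inactive = too little inhibition in most replicates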;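 also: 0% = DMSO and -100% = 5 µM competing unlabeled TCR2 RNA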
# Fam108B counter – blocks mouse Fam108B hydrolase in RBBP9 counter-screen; inhibition, % at 9.51 µM; 0.33% of 300,000 active; recombinant Fam108B, FP-Rh probe fluorescence polarization; AID 1947;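 active = inhibition above the screen mean inhibition plus 3 SD, computed separately per campaign, cut at about 18% in these data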;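 also: inhibitors lower polarization as less probe binds the enzyme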
# CIT2 TOR yeast – yeast TOR pathway CIT2-GFP modulation; S. cerevisiae CIT2-GFP strain, flow cytometry, 3 h; 100 means same as DMSO wells; 0.065% of 320,000 active; GFP response vs DMSO, % at 10 µM;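 active = GFP response relative to DMSO above a set limit, near the screen mean plus 3 SD, cut at about 150% in these data; inconclusive = Fewer than 70 cells measured for a yeast strain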;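 also: ratio of well median GFP fluorescence to mean of DMSO wells on the plate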
# * hit, by the source's call; ? = inconclusive; . = no result given; [ ] = another dose, or the depositor's remark.
1: COc1ccccc1C1=NN(C(=S)Nc2ccccc2)C(c2ccco2)C1 (centres undefined)
2: Cc1ccc(S(=O)(=O)c2c[nH]c3cc4c(cc3c2=O)OCO4)cc1
3: CC(O)CCc1ccc(O)cc1 (centres undefined)
4: C/C(=N\NC(=O)CNC(=O)c1ccc2c(c1)OCCO2)c1ccco1
5: CCN(c1cccc(C(F)(F)F)c1)S(=O)(=O)c1ccc2c(c1)CCN2C(C)=O
6: COCCN(C(=O)Nc1ccc(OC)cc1OC)C1CCN(C(C)=O)CC1
7: COc1ccc(/C=C/C(=O)c2ccccc2)cc1Cn1nnc2ccccc21
8: COc1cccc(-n2c(SCC(=O)OC(C)C)nnc2-c2cccnc2)c1
Compound,1,2,3,4,5,6,7,8
GLD-1 TGE inh,-2,2,2,3,9,2,0,0
BCLXL inh,1,-3,3,6,-1,-1,6,-3
AGP1-GFP MLPCN,98,106,94,124,104,94,96,101
VLA-4 inh,6,-1,-5,-1,-3,-1,-4,8
MCL1 BIM primary,0,-2,-8,2,1,-1,15,-4
GRK2 aptamer HTS,3,5,9,1,5,0,1,0
MEX-5 binding,3.5,-1.7,0.2,-1.9,1.4,-1.8,-0.1,1.5
Fam108B counter,-9,-2,-2,1,1,-4,-13,1
CIT2 TOR yeast,94,102,106,103,93,92,89,95

9: Cc1nn(C)cc1/C=N/NC(=S)Nc1ccccc1
10: O=C(O)CCC(=O)N1CCC[C@H]1C(=O)O
11: Cc1ccc(C)c(C(=O)CCC(=O)O)c1
12: Cc1cc(C)n(NC(=S)NC2CCCCC2)c(=O)c1C#N
13: NNC(=O)c1oc2ccccc2c1-n1cccc1
14: Cc1cccc(-n2cnc(C(=O)NC3CCCCCC3)c2)n1
15: S=C1NCN(Cc2ccco2)CN1c1ccccc1
16: CCCCN1C(=O)NC(NC(=O)c2ccco2)(C(F)(F)F)C1=O (centres undefined)
Compound,9,10,11,12,13,14,15,16
GLD-1 TGE inh,0,-2,5,-3,-4,9,6,6
BCLXL inh,12,8,4,6,6,-2,8,5
AGP1-GFP MLPCN,98,90,106,107,107,85,100,98
VLA-4 inh,-4,37,-26,4,13,25,18,7
MCL1 BIM primary,10,-4,0,6,5,0,3,8
GRK2 aptamer HTS,0,0,0,0,5,2,1,4
MEX-5 binding,1.3,-1.7,-0.1,-0.6,3.8,2.5,-0.2,-1.7
Fam108B counter,-3,1,0,-4,-2,-2,5,-1
CIT2 TOR yeast,98,88,98,106,103,89,92,97

17: CC(=O)C1C(c2ccccc2)c2c(n[nH]c2C)CC1(C)O (centres undefined)
18: Cc1ccc(S(=O)(=O)N2CCN(c3ncccn3)CC2)cc1C
19: COc1cccc(Oc2ccc3nnc(C(F)(F)F)n3n2)c1
20: O=C1/C(=C/c2ccncc2)SC(=S)N1C1CCS(=O)(=O)C1 (centres undefined)
21: CCOCCCn1c(=S)[nH]c2cc(C(=O)N3CCC(C(N)=O)CC3)ccc2c1=O
22: CC1CCN(c2ccccc2NC(=S)NC(=O)C(C)(C)C)CC1
23: CCCCCCC1CCC(C(=O)NC(CCSC)C(=O)NC(C(=O)OC)C(C)C)CC1 (centres undefined)
24: CC1=C(C)CC(C(=O)Nc2cccc([N+](=O)[O-])c2)C(C(=O)O)C1 (centres undefined)
Compound,17,18,19,20,21,22,23,24
GLD-1 TGE inh,-2,4,1,-25,13,-1,0,3
BCLXL inh,0,-2,3,5,2,6,3,-5
AGP1-GFP MLPCN,106,99,97,92,101,104,102,99
VLA-4 inh,-1,8,3,26,13,2,5,5
MCL1 BIM primary,-5,2,-5,11,2,7,3,-12
GRK2 aptamer HTS,0,8,0,9,2,0,0,7
MEX-5 binding,-0.6,2.3,-0.3,-4.1,0.9,-1.3,-1.8,-0.6
Fam108B counter,4,-2,1,-2,-6,3,1,1
CIT2 TOR yeast,95,97,89,99,89,111,107,96

# Profiles, quoted from the list. Values in the order: GLD-1 TGE inh, BCLXL inh, AGP1-GFP MLPCN, VLA-4 inh, MCL1 BIM primary, GRK2 aptamer HTS, MEX-5 binding, Fam108B counter, CIT2 TOR yeast
# Cc1ccc(S(=O)(=O)N2CCN(c3ncccn3)CC2)cc1C across the screens: 4, -2, 99, 8, 2, 8, 2.3, -2, 97
# O=C1/C(=C/c2ccncc2)SC(=S)N1C1CCS(=O)(=O)C1 (centres undefined) across the screens: -25, 5, 92, 26, 11, 9, -4.1, -2, 99
# CCCCCCC1CCC(C(=O)NC(CCSC)C(=O)NC(C(=O)OC)C(C)C)CC1 (centres undefined) across the screens: 0, 3, 102, 5, 3, 0, -1.8, 1, 107
# CC1=C(C)CC(C(=O)Nc2cccc([N+](=O)[O-])c2)C(C(=O)O)C1 (centres undefined) across the screens: 3, -5, 99, 5, -12, 7, -0.6, 1, 96

# Following part:
25: O=C(O)/C(=C\c1cccs1)c1ccc(F)cc1
26: O=[N+]([O-])c1ccc(C2NS(=O)(=O)N=C3CCCCCN32)cc1 (centres undefined)
27: COc1ccc(NC(=O)CSc2ccccc2)c(OC)c1
28: CC(/C=C/C1(O)C(C)CC(O)CC1(C)C)OC1OC(CO)C(O)C(O)C1O (centres undefined)
29: Cc1cccc(/C=N/NC(=O)c2ccc(F)cc2)n1
30: Cc1cccc(C(=O)NNc2ncnc3c2cnn3C)c1
31: Cc1cccc(NC(=O)CCS(=O)(=O)c2cc3c(cc2Cl)NC(=O)CO3)c1
32: CCn1c(=O)c2cc(C(=O)NC(C)C)sc2c2ccccc21
Compound,25,26,27,28,29,30,31,32
GLD-1 TGE inh,-1,5,1,3,8,7,-2,-1
BCLXL inh,-3,4,-1,1,-2,0,4,4
AGP1-GFP MLPCN,109,102,96,97,97,89,110,100
VLA-4 inh,-3,-8,-1,32,-5,5,1,8
MCL1 BIM primary,-1,9,-11,10,7,-2,4,4
GRK2 aptamer HTS,2,0,0,0,1,0,1,1
MEX-5 binding,-3.2,1.4,-1.5,-4.3,2.4,-8.5,-2.4,-1.8
Fam108B counter,5,0,3,-2,1,-3,1,-2
CIT2 TOR yeast,106,107,99,91,98,85,103,87

33: Cc1noc(C)c1S(=O)(=O)N1CCC(C(=O)Nc2ccccn2)CC1
34: CC(=O)Nc1ccc(C(=O)N/C(=C/c2ccccc2)C(=O)NCc2ccco2)cc1
35: COc1ccc([C@@H]2CC(=O)c3c(O)cc(O[C@@H]4OC(CO[C@@H]5OC(C)[C@H](O)[C@@H](O)[C@H]5O)[C@@H](O)[C@H](O)[C@H]4O)cc3O2)cc1O (some centres undefined)
36: NC(=O)c1ccc(Oc2ccc(-c3nnco3)cc2)c([N+](=O)[O-])c1
37: COCCC(=O)N1CCC(Oc2ccc(C(=O)NCc3nccn3C)cc2)CC1
38: CC(OC(=O)C1CCN(S(=O)(=O)c2ccc(F)cc2)CC1)C(=O)NC1CCCCC1C (centres undefined)
39: Cc1ccc(CSCC(=O)N(C)CC(=O)Nc2c(Cl)cccc2Cl)cc1
40: Cc1cccc(NC(=S)NNC(=O)CC(C)O)c1C (centres undefined)
Compound,33,34,35,36,37,38,39,40
GLD-1 TGE inh,2,2,-1,-1,5,1,6,9
BCLXL inh,2,3,.,1,2,3,0,4
AGP1-GFP MLPCN,100,100,103,97,97,97,108,112
VLA-4 inh,-13,9,29,-13,10,-1,-5,-4
MCL1 BIM primary,0,2,.,3,1,-5,1,2
GRK2 aptamer HTS,1,3,2,1,0,1,2,0
MEX-5 binding,-3.0,0.3,.,1.7,-0.7,-0.1,-1.5,-2.3
Fam108B counter,-4,2,.,4,7,0,6,5
CIT2 TOR yeast,91,98,98,101,108,94,104,117

41: COC(=O)c1ccc(S(=O)(=O)N2C3CCC2CC(NC(=O)C2CC2)C3)cc1 (centres undefined)
42: COC(=O)c1scc(C)c1NC(=O)Nc1ccccc1
43: O=C(Nc1cccnc1)c1ccc(F)c(S(=O)(=O)N2CCOCC2)c1
44: Cc1cccc(/C=C2\Sc3ccc(C(=O)N4CCC(C)CC4)cc3N(C)C2=O)c1
45: O=[N+]([O-])c1ccc(N2CCN(Cc3ccc4c(c3)OCO4)CC2)nc1
46: O=C(O)C1CC=CCC1C(=O)N1CCN(c2nc(-c3ccccc3)c3ccccc3n2)CC1 (centres undefined)
47: CCc1cccc(C)c1N(C(=O)Cn1c(CO)nc2ccccc21)C(C)COC (centres undefined)
48: COc1ccccc1NC(=O)C(=O)NNC(=O)COc1ccc2ccccc2c1
Compound,41,42,43,44,45,46,47,48
GLD-1 TGE inh,3,2,3,0,4,1,5,6
BCLXL inh,-1,5,-6,7,2,3,58*,3
AGP1-GFP MLPCN,74,102,?,97,104,17[may fluoresce violet],96,97
VLA-4 inh,27,18,-2,16,-2,4,8,-3
MCL1 BIM primary,-6,-3,-2,6,2,-3,0,4
GRK2 aptamer HTS,0,0,0,0,0,1,1,0
MEX-5 binding,-2.0,-2.2,-3.0,-0.1,-3.7,-0.2,1.0,-0.5
Fam108B counter,1,-4,-2,-4,1,-5,-2,-11
CIT2 TOR yeast,64,113,?,99,103,?,.,100

49: COc1ccc(C)cc1-n1c(N)c(C#N)c(C#N)c1-c1ccc(OC)c(OC)c1OC
50: O=C(c1cccc(C(F)(F)F)c1)N1CCN(CCc2ccccc2)CC1
51: CN(C)C(CNC(=O)CCc1nc2sc3c(c2c(=O)[nH]1)CCCC3)c1ccccc1 (centres undefined)
52: O=C(O)CC(c1ccc(C(F)(F)F)cc1)N1Cc2ccccc2C1=O (centres undefined)
53: O=C1[C@@H]2CSCN2C(=O)CN1Cc1ccccc1F
54: O=C(Nc1ccc(S(=O)(=O)NC2=NCCCCC2)cc1)c1ccccc1Cl
55: COc1cc(C(=O)N(C)C2CCCCC2)ccc1OC1CCN(C(C)=O)CC1
56: CCOC(=O)C1C(c2ccccc2)C(C(=O)OCC)S(=O)(=O)C(CCN(CC)CC)S1(=O)=O (centres undefined)
Compound,49,50,51,52,53,54,55,56
GLD-1 TGE inh,8,-6,-7,7,2,-4,-1,-11
BCLXL inh,5,2,0,4,6,6,2,-1
AGP1-GFP MLPCN,96,83,104,109,102,100,95,94
VLA-4 inh,-1,0,-11,2,12,-4,-10,10
MCL1 BIM primary,3,-3,1,1,8,0,-6,-5
GRK2 aptamer HTS,0,0,0,0,0,0,0,2
MEX-5 binding,1.6,-2.2,0.9,-0.8,1.6,-0.3,2.0,-1.5
Fam108B counter,3,3,1,4,-1,3,4,-6
CIT2 TOR yeast,96,89,91,105,95,104,97,91

57: CCc1c(C)nc2c(-c3ccccc3)c(-c3ccccc3)[nH]n2c1=O
58: O=C(CSc1nnnn1C1CC1)N1CCN(c2ccc(O)cc2)CC1
59: Cc1ccc(NS(=O)(=O)c2ccc3c(c2)n(C)c(=O)n3C)cc1
60: O=[N+]([O-])c1ccc(C=Nc2ccc(Cl)cc2Cl)s1
Compound,57,58,59,60
GLD-1 TGE inh,-1,-3,-3,2
BCLXL inh,6,-3,-2,3
AGP1-GFP MLPCN,98,103,105,106
VLA-4 inh,0,5,0,-48
MCL1 BIM primary,4,3,-4,0
GRK2 aptamer HTS,1,0,0,1
MEX-5 binding,0.9,.,-1.9,-12
Fam108B counter,0,.,0,-2
CIT2 TOR yeast,102,93,103,114

# Assay outcomes: PubChem BioAssay, several laboratories
